ADAM10 inh – ADAM10 inhibition, QFRET primary screen; O14672; actives 0.62% (n = 370,000); AID 720582; inhibition, % at 7 µM; recombinant ADAM10, EDANS/DABCYL FRET peptide cleavage, 3 h;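 active = inhibition above a per-campaign cutoff equal to the mean of compounds falling between control-based bounds plus 3 SD, cut at about 20% in these data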;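 also: 0% = DMSO wells while the 100% control is not disclosed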
Target sequence (O14672 214-748 limits assumed): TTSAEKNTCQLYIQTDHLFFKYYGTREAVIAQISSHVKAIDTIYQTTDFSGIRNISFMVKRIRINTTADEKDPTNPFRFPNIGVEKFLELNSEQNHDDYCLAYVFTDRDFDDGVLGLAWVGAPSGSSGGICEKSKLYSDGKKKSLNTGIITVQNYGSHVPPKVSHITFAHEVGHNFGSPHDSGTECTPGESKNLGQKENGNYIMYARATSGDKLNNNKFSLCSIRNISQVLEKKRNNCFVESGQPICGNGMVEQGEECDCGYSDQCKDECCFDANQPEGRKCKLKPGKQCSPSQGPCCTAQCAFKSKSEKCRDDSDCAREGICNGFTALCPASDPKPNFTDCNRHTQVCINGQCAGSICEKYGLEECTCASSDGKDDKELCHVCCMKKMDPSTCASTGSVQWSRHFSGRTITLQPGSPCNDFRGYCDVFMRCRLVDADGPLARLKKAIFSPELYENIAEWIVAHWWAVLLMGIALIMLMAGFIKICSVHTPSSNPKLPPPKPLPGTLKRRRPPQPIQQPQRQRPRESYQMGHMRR
Tn6 DDE FP – DD(E)-Tn6 binding inhibition, primary FP screen | P02675 | Fibrin DD(E) TRITC-Tn6 fluorescence polarization displacement | inhibition, % at 8.3 µM | actives 0.21% (n = 370,000) | AID 720509;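 active = inhibition above a per-campaign cutoff: mean of compounds within control limits plus 3 SD, cut at about 15% in these data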;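 also: 0% = median of all compound wells on the plate and 100% = blocking peptide control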
LEDGF integ inh – blocks HIV-1 LEDGF/p75-dependent DNA integration; TR-FRET IN-LEDGF/p75 DNA integration, Eu/Cy5; inhibition, % at 3.7 µM; actives 0.64% (n = 370,000);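 active = inhibition above the screen-wide mean plus 3 SD, cut at about 13% in these data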;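 also: signal is the Cy5 over europium emission ratio at 671 and 618 nm; 0% = plate median of compound wells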
TDP2 absorb – blocks human TDP2 phosphodiesterase activity. O95551. recombinant TDP2, T5PNP hydrolysis, p-nitrophenol absorbance 415 nm. inhibition, % at 12.8 µM. actives 0.34% (n = 370,000). AID 720702;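 active = inhibition above the mean of all tested compounds plus 3 SD, set per campaign, cut at about 25% in these data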;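 also: 0% = DMSO with enzyme and 100% = buffer with substrate but no TDP2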
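System – recombinant human TDP2 · Quantity – TDP2 enzyme at 120 nM final · Doses – single concentration, 12.8 µM nominal, with 1% DMSO · Incubation – 2 h at 37 °C · Measured by – epi absorbance of p-nitrophenol freed from T5PNP by hydrolysis · Read-out – % inhibition relative to enzyme-containing and enzyme-free wells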
ASAP1 inh – ASAP1 ArfGAP inhibition; Q9ULH1; ASAP1-stimulated ARF1 GTP hydrolysis, GDP FP detection; inhibition, % at 16.5 µM; actives 0.19% (n = 360,000); AID 624377; in the data active = inhibition above about 25%;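 also: 0% = vehicle with enzyme and substrate and 100% = no enzyme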
DDE Tn7 FP inh – disrupts Tn7 cyclic peptide binding to fibrin D-Dimer-E complex. P02675. FP displacement of FITC-Tn7 peptide from fibrin DD(E); 0% = median of compound wells per plate. inhibition, % at 8.3 µM. actives 0.13% (n = 370,000);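 active = inhibition above the mean of compounds falling within the control limits plus 3 SD of them, cut at about 14% in these data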;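 also: 0% = plate median of compound wells and 100% = 10 µM Aha-Tn7 peptide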
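assay system = human clot-derived fibrin DD(E) complex | quantity = Fibrin-DD(E) at 2 µM final | timing = 10 min preincubation, 3 h with tracer, room temperature | signal = fluorescence polarization | measure = percent inhibition | benchmarks = high control wells with 10 µM unlabelled Aha-Tn7 peptide (full inhibition) | replicates = singlicate testing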
PLCg1 inh – inhibitors of human phospholipase C gamma1 | AID 720700 | purified PLC-gamma1, fluorogenic substrate, fluorescence | inhibition, % at 12.2 µM | P19174 | actives 0.84% (n = 370,000); in the data active = inhibition above about 9.5%
ADAM17 inh – inhibitors of human ADAM17; recombinant ADAM17, EDANS/DABCYL FRET peptide cleavage; inhibition, % at 6.95 µM; actives 0.83% (n = 370,000); AID 720648;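 active = inhibition above the mean of compounds lying between control limits plus 3 SD, set per campaign, cut at about 8.5% in these data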;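 also: 0% = DMSO-only wells as the low control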
proKLK7 act – activators of human kallikrein-7 zymogen; activation, % at 7 µM; purified proKLK7, EDANS-DABCYL substrate fluorescence; 100% is mature enzyme control, 0% vehicle; actives 0.9% (n = 370,000); P49862;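 active = activation above the mean of all tested compounds plus 3 SD, computed per campaign excluding outliers beyond control limits, cut at about 13% in these data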
Target sequence (P49862 whole entry, looked up): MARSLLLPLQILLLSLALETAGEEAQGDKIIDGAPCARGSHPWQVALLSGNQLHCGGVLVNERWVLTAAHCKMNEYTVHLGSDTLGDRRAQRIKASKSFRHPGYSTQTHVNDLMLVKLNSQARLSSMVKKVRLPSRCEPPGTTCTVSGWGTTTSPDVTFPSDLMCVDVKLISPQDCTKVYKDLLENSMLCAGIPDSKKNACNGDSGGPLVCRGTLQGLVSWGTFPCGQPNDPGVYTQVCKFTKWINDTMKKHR
ARFGAP1 inh – inhibits rat ARF GTPase activating protein 1; inhibition, % at 16.5 µM; Arfgap1-stimulated ARF1 GTP hydrolysis, GDP FP detection; Q62848; actives 0.26% (n = 360,000); AID 651572;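 active = inhibition above a per-plate limit, mean inhibition of low control wells plus 3 SD, cut at about 25% in these data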;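 also: 0% = DMSO wells with enzyme and 100% = wells lacking Arfgap1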
Target sequence (Q62848 1-136 limits assumed): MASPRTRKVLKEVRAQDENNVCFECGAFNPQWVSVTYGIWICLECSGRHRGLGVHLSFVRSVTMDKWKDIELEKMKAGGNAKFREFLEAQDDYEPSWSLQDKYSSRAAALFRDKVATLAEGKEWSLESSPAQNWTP
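Assay system: purified rat His6-Arfgap1 residues 1-136 (GAP domain); Reagent: human Δ17 ARF1 bound to GTP; Dosing: 16.5 µM single point, 1.26% DMSO; Times: GTP hydrolysis reaction 2 h at 25 °C; Signal: FP, GDP Alexa 633 tracer displaced from anti-GDP antibody, 620/688 nm; Measure: % inhibition from polarization.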
Numbers without * were called inactive.

How did OCCOCCNc1ncnc2c1cnn2-c1ccc(Cl)cc1 do in these assays?
ADAM10 inh: 1; Tn6 DDE FP: -6; LEDGF integ inh: -1; TDP2 absorb: -7; ASAP1 inh: 1; DDE Tn7 FP inh: 0; PLCg1 inh: 0; ADAM17 inh: 2; proKLK7 act: -0.4; ARFGAP1 inh: 7

How did Cc1ccccc1C(=O)Nc1ccc(C(=O)N/N=C/c2ccccn2)cc1 do in these assays?
ADAM10 inh: -11; Tn6 DDE FP: -5; LEDGF integ inh: 1; TDP2 absorb: -2; ASAP1 inh: 5; DDE Tn7 FP inh: 0; PLCg1 inh: 0; ADAM17 inh: -4; proKLK7 act: -0.2; ARFGAP1 inh: -5

What do the screens show for `COc1cc(OC)cc(C(=O)NCCCn2ccnc2)c1`?
ADAM10 inh: -12; Tn6 DDE FP: -1; LEDGF integ inh: -3; TDP2 absorb: -4; ASAP1 inh: 5; DDE Tn7 FP inh: -6; PLCg1 inh: 1; ADAM17 inh: 3; proKLK7 act: 0.1; ARFGAP1 inh: 22

How did CCN1CCN(c2ccc(S(=O)(=O)N3CCOCC3)cc2NC(=O)C(C)Oc2ccc(F)cc2)CC1 (stereo unspecified) do in these assays?
ADAM10 inh: 3; Tn6 DDE FP: 4; LEDGF integ inh: 1; TDP2 absorb: 2; ASAP1 inh: -2; DDE Tn7 FP inh: 0; PLCg1 inh: 7; ADAM17 inh: 2; proKLK7 act: -0.3; ARFGAP1 inh: -4

How did CCOC(CCNC(=O)CCC(=O)Nc1ccc2nc(N3CCN(C)CC3)cc(C)c2c1)OCC do in these assays?
ADAM10 inh: -242; Tn6 DDE FP: 2; LEDGF integ inh: 6; TDP2 absorb: 1; ASAP1 inh: -1; DDE Tn7 FP inh: 3; PLCg1 inh: -19; ADAM17 inh: -104; proKLK7 act: 4.7; ARFGAP1 inh: 5

What do the screens show for `COc1ccc(OC)c(NC(=O)c2nc3ccccc3s2)c1`?
ADAM10 inh: 5; Tn6 DDE FP: -2; LEDGF integ inh: -1; TDP2 absorb: -3; ASAP1 inh: 7; DDE Tn7 FP inh: 8; PLCg1 inh: -3; ADAM17 inh: -4; proKLK7 act: 0.0; ARFGAP1 inh: -7

What do the screens show for `CCOC(=O)Cc1nnc(NC(=O)CC)s1`?
ADAM10 inh: -5; Tn6 DDE FP: 14; LEDGF integ inh: -2; TDP2 absorb: -8; ASAP1 inh: -16; DDE Tn7 FP inh: 4; PLCg1 inh: -2; ADAM17 inh: -3; proKLK7 act: 0.1; ARFGAP1 inh: -1

Results for Cc1cc(C(=O)COC(=O)c2cccc(S(=O)(=O)N(C)C)c2)c(C)n1CC1CCCO1 (stereo unspecified) ?
ADAM10 inh: -3; Tn6 DDE FP: 2; LEDGF integ inh: -4; TDP2 absorb: 3; ASAP1 inh: 4; DDE Tn7 FP inh: 0; PLCg1 inh: -1; ADAM17 inh: -2; proKLK7 act: 0.3; ARFGAP1 inh: -2

How did Nc1ccn([C@@H]2O[C@H](CNCc3cnc(N4CCOCC4)s3)[C@@H](O)[C@H]2O)c(=O)n1 do in these assays?
ADAM10 inh: 3; Tn6 DDE FP: -7; LEDGF integ inh: -10; TDP2 absorb: 9; ASAP1 inh: -9; DDE Tn7 FP inh: 1; PLCg1 inh: 1; ADAM17 inh: 2; proKLK7 act: -0.4; ARFGAP1 inh: -11

How did O=C(COC(=O)c1cnccn1)NCc1ccc(Cl)cc1 do in these assays?
ADAM10 inh: 6; Tn6 DDE FP: 1; LEDGF integ inh: 0; TDP2 absorb: 7; ASAP1 inh: -4; DDE Tn7 FP inh: 2; PLCg1 inh: -2; ADAM17 inh: -3; proKLK7 act: -0.1; ARFGAP1 inh: -12

What do the screens show for `CN(CC(=O)Nc1ccccc1Br)C(=O)c1n[nH]c2ccccc12`?
ADAM10 inh: -7; Tn6 DDE FP: -5; LEDGF integ inh: -1; TDP2 absorb: -15; ASAP1 inh: 5; DDE Tn7 FP inh: -11; PLCg1 inh: 3; ADAM17 inh: 4; proKLK7 act: 0.0; ARFGAP1 inh: 17

What do the screens show for `O=C(CCCCCCN1C(=O)c2ccccc2C1=O)N1CCC(c2ccccc2)C1` (stereo unspecified)?
ADAM10 inh: 3; Tn6 DDE FP: 8; LEDGF integ inh: -1; TDP2 absorb: 3; ASAP1 inh: -1; DDE Tn7 FP inh: 4; PLCg1 inh: -1; ADAM17 inh: 1; proKLK7 act: 0.3; ARFGAP1 inh: 1

Results for COc1ccc(CCN(CC(=O)NC2CCCC2)C(=O)Cn2nnc(-c3ccc(C)o3)n2)cc1OC ?
ADAM10 inh: 4; Tn6 DDE FP: 7; LEDGF integ inh: 2; TDP2 absorb: 0; ASAP1 inh: 1; DDE Tn7 FP inh: -1; PLCg1 inh: 4; ADAM17 inh: 1; proKLK7 act: -0.1; ARFGAP1 inh: 4

Results for Cc1scc(C(=O)N/N=C/c2ccc([N+](=O)[O-])o2)c1C ?
ADAM10 inh: 6; Tn6 DDE FP: -6; LEDGF integ inh: -1; TDP2 absorb: -6; ASAP1 inh: 10; DDE Tn7 FP inh: 8; PLCg1 inh: -4; ADAM17 inh: -6; proKLK7 act: -0.7; ARFGAP1 inh: 3

What do the screens show for `Cc1ccc(C(=O)CSc2ccccn2)cc1`?
ADAM10 inh: 8; Tn6 DDE FP: 4; LEDGF integ inh: 1; TDP2 absorb: -19; ASAP1 inh: -6; DDE Tn7 FP inh: 0; PLCg1 inh: 4; ADAM17 inh: 2; proKLK7 act: 0.2; ARFGAP1 inh: -5

Filtered by structure, those above containing a Cl atom.
How did OCCOCCNc1ncnc2c1cnn2-c1ccc(Cl)cc1 do in these assays?
ADAM10 inh: 1; Tn6 DDE FP: -6; LEDGF integ inh: -1; TDP2 absorb: -7; ASAP1 inh: 1; DDE Tn7 FP inh: 0; PLCg1 inh: 0; ADAM17 inh: 2; proKLK7 act: -0.4; ARFGAP1 inh: 7

How did O=C(COC(=O)c1cnccn1)NCc1ccc(Cl)cc1 do in these assays?
ADAM10 inh: 6; Tn6 DDE FP: 1; LEDGF integ inh: 0; TDP2 absorb: 7; ASAP1 inh: -4; DDE Tn7 FP inh: 2; PLCg1 inh: -2; ADAM17 inh: -3; proKLK7 act: -0.1; ARFGAP1 inh: -12

Carrying on:
Results for CCCNC(=O)Cn1cnc([N+](=O)[O-])n1 ?
ADAM10 inh: -7; Tn6 DDE FP: 2; LEDGF integ inh: -1; TDP2 absorb: 3; ASAP1 inh: 1; DDE Tn7 FP inh: 1; PLCg1 inh: 1; ADAM17 inh: 0; proKLK7 act: -0.5; ARFGAP1 inh: 7

What do the screens show for `COc1ccc(Br)cc1/C=N/NC(=O)c1cc(OC)c(OC)c(OC)c1`?
ADAM10 inh: -15; Tn6 DDE FP: -11; LEDGF integ inh: 3; TDP2 absorb: 3; ASAP1 inh: -3; DDE Tn7 FP inh: 4; PLCg1 inh: -3; ADAM17 inh: -6; proKLK7 act: -1.0; ARFGAP1 inh: 8

Results for COc1cccc(C2NC(=S)N(Cc3ccc(F)cc3)C(C)=C2C(C)=O)c1 (stereo unspecified) ?
ADAM10 inh: 7; Tn6 DDE FP: -5; LEDGF integ inh: 2; TDP2 absorb: 1; ASAP1 inh: 3; DDE Tn7 FP inh: 3; PLCg1 inh: 6; ADAM17 inh: 3; proKLK7 act: 0.5; ARFGAP1 inh: -2

How did CC(C)C(=O)NC(NCC1CCCO1)C(Cl)(Cl)Cl (stereo unspecified) do in these assays?
ADAM10 inh: -6; Tn6 DDE FP: -5; LEDGF integ inh: 1; TDP2 absorb: -6; ASAP1 inh: 8; DDE Tn7 FP inh: -8; PLCg1 inh: 3; ADAM17 inh: -3; proKLK7 act: -0.5; ARFGAP1 inh: 3

Results for CCOC(=O)CNC(=O)CSc1nc(-c2ccc(OC)cc2)ns1 ?
ADAM10 inh: 2; Tn6 DDE FP: 4; LEDGF integ inh: -5; TDP2 absorb: -6; ASAP1 inh: -2; DDE Tn7 FP inh: 5; PLCg1 inh: 1; ADAM17 inh: 1; proKLK7 act: 0.3; ARFGAP1 inh: 6

Results for Cc1cccc(N2N=C(C(=O)N3Cc4ccccc4CC3C(N)=O)CCC2=O)c1 (stereo unspecified) ?
ADAM10 inh: 1; Tn6 DDE FP: 0; LEDGF integ inh: 7; TDP2 absorb: -5; ASAP1 inh: -1; DDE Tn7 FP inh: 4; PLCg1 inh: 0; ADAM17 inh: -4; proKLK7 act: 0.3; ARFGAP1 inh: 2

Results for CCNS(=O)(=O)c1ccc(Br)c(OC)c1 ?
ADAM10 inh: -9; Tn6 DDE FP: -2; LEDGF integ inh: -4; TDP2 absorb: -7; ASAP1 inh: -2; DDE Tn7 FP inh: -5; PLCg1 inh: -1; ADAM17 inh: 1; proKLK7 act: 0.0; ARFGAP1 inh: 4

What do the screens show for `Cc1cc(NC(=O)Nc2cccc(Cl)c2)n(-c2ccccc2)n1`?
ADAM10 inh: 2; Tn6 DDE FP: -4; LEDGF integ inh: 3; TDP2 absorb: -8; ASAP1 inh: 1; DDE Tn7 FP inh: 5; PLCg1 inh: 6; ADAM17 inh: 1; proKLK7 act: 0.3; ARFGAP1 inh: -2

What do the screens show for `CC(=O)NCCC(=O)Nc1cc(S(=O)(=O)N2CCCCC2)ccc1N1CCN(C)CC1`?
ADAM10 inh: -4; Tn6 DDE FP: -2; LEDGF integ inh: -8; TDP2 absorb: -8; ASAP1 inh: -12; DDE Tn7 FP inh: 1; PLCg1 inh: 2; ADAM17 inh: -11; proKLK7 act: -0.2; ARFGAP1 inh: -10

Results for CC1(C)CC(NC(=O)c2cccc(Cl)c2)CC(C)(C)N1 ?
ADAM10 inh: 6; Tn6 DDE FP: 8; LEDGF integ inh: 0; TDP2 absorb: -7; ASAP1 inh: 6; DDE Tn7 FP inh: 5; PLCg1 inh: 3; ADAM17 inh: -2; proKLK7 act: 0.5; ARFGAP1 inh: 3

Results for CC(C)C(=O)Nc1nnc(-c2ccco2)s1 ?
ADAM10 inh: -20; Tn6 DDE FP: -8; LEDGF integ inh: -5; TDP2 absorb: -7; ASAP1 inh: -19; DDE Tn7 FP inh: 3; PLCg1 inh: -2; ADAM17 inh: -10; proKLK7 act: -0.1; ARFGAP1 inh: -5

Results for O=C(Nc1cnc2sccn2c1=O)c1ccc(Cl)cc1Cl ?
ADAM10 inh: -3; Tn6 DDE FP: -4; LEDGF integ inh: -5; TDP2 absorb: 4; ASAP1 inh: 11; DDE Tn7 FP inh: -5; PLCg1 inh: 1; ADAM17 inh: -8; proKLK7 act: 0.3; ARFGAP1 inh: -3

Assay outcomes: PubChem BioAssay, The Scripps Research Institute Molecular Screening Center
